STK33 kinase inh: blocks human STK33 kinase activity; inhibition, % at 10 µM; AID 2661; purified STK33, MBP phosphorylation, ADP-Glo luminescence; actives 0.073% (n = 320,000); Q9BYT3;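 active means inhibition at or above 25%, using the most active replicate where run in duplicate; inactive means inhibition below 25%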
Target sequence (Q9BYT3 whole entry, looked up): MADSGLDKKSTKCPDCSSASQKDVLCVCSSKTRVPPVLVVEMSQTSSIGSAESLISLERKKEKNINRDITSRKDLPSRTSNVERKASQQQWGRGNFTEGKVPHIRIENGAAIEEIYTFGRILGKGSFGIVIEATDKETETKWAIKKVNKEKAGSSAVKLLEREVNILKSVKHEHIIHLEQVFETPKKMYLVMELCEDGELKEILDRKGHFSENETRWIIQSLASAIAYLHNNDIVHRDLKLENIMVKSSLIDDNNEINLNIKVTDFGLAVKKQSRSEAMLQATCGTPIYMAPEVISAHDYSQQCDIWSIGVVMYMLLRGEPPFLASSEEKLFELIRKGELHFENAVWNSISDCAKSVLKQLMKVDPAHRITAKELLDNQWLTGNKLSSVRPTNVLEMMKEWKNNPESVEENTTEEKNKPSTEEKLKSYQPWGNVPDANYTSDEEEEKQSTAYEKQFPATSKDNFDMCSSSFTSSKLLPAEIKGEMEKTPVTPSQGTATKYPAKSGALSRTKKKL
OX1R FRET antag: antagonists of human orexin 1 receptor (OX1R); actives 1.8% (n = 330,000); O43613; inhibition, % at 6.6 µM; OX1R-expressing cells, FRET antagonist read-out; in the data active means inhibition mostly above about 38%, no sharp cut-off; inactive means mostly below about 40%;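 further: 0% = agonist challenge alone and 100% = reference antagonist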
Target sequence (O43613 whole entry, looked up): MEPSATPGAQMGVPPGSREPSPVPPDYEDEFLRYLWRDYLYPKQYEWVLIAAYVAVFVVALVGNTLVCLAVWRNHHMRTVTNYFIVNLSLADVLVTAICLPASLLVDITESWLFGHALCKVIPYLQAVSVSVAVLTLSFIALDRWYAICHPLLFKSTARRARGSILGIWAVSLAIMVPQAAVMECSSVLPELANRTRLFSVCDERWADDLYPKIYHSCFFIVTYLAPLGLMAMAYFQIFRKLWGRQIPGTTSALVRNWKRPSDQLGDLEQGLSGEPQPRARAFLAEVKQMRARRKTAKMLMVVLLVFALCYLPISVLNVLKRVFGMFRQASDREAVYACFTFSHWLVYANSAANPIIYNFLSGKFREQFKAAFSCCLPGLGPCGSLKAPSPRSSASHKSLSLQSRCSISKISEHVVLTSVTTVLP
* hit, by the source's call; . = not tested or not shown.

SMILES	STK33 kinase inh	OX1R FRET antag
Cn1cccc1/C=N/NC(=O)CSc1nc2ccccc2[nH]1	0.1	8
Fc1ccc(NC(=S)NNc2ncc(C(F)(F)F)cc2Cl)c(F)c1	-1.3	24
CCc1nc(SCc2ccc(C(=O)OC)o2)c2c(=O)n(C)c(=O)n(C)c2n1	-0.3	-2
COc1ccccc1NS(=O)(=O)c1cccc(NC(=O)c2nn(C)c(=O)c3ccccc23)c1	-0.1	8
OC1(c2cccs2)CN(c2ccc(Cl)cc2)C2=[N+]1CCCS2 (configuration not stated)	0.0	15
COCCn1c(C)cc(C(=O)COC(=O)CCc2ccc(S(=O)(=O)N3CCOCC3)cc2)c1C	-1.0	8
O=C(CN1CCCCC1)NC(=O)NC1CCCC1	-1.7	30
Cc1ccc(C(=O)OCCn2cc(C#N)c(=O)[nH]c2=O)cc1	0.0	16
CCC1(CC)Cc2ccccc2C(=C(C#N)C#N)N1	-0.4	28
CCOC(=O)c1[nH]cnc1C(=O)Nc1cccc(OC)c1	1.1	20

The results go on.
SMILES	STK33 kinase inh	OX1R FRET antag
CCc1ccc(NC(=O)NCCCN2CCCC2=O)cc1	-0.1	-3
O=c1ccc2cc(S(=O)(=O)N3CCN(c4ccccc4)CC3)ccc2[nH]1	-0.3	-1
O=C(CN(Cc1ccccc1)S(=O)(=O)c1ccc2c(c1)OCCO2)N/N=C/c1ccc(F)cc1	-2.8	3
CCC/C(=N/NC(=O)c1ccc2c(c1)OCO2)c1cccs1	-2.6	14
Cc1ccccc1N1CC(C(=O)N2CC(C)CC(C)C2)CC1=O (configuration not stated)	-0.1	5
CCOc1c(/C=C(\C#N)C(N)=O)c2ccccc2n1CC	12	28
O=C(NCc1ccccc1)c1ccc(Cn2cc(C(F)(F)F)ccc2=O)cc1	-1.8	0
COC(C(=O)Nc1ccnn1C1CCN(Cc2ccc(C)o2)CC1)c1ccccc1 (configuration not stated)	0.9	.
CCOC(=O)C1(Cc2cccc(OC)c2)CCN(Cc2cccc(O)c2)CC1	-2.4	10
Cc1ccc2c(c1)NC(=O)C(CC(=O)NCCCN1CCN(c3cc(Cl)ccc3C)CC1)O2 (configuration not stated)	-0.5	10

Other structures
SMILES	STK33 kinase inh	OX1R FRET antag
O=c1/c(=C\c2cc([N+](=O)[O-])cc([N+](=O)[O-])c2O)sc2nc3ccccc3n12	4.7	72*
Cc1ccc(-n2nc(C)c(NC(=O)COC(=O)c3ccccc3NCCO)c2C)cc1	1.2	7
CC(NC(=O)CN(C)CC(=O)Nc1ccc(Cl)c(C(F)(F)F)c1)c1ccccc1 (configuration not stated)	-0.4	25
CC1CCCC(C)N1CC(O)COCc1ccccc1 (configuration not stated)	0.7	7
CCc1cc(OCCCCNCc2ccccc2)ccc1Cl	-0.3	9
Cc1cc(C)c2nc(NNC(=O)c3ccc(S(=O)(=O)N4CC(C)CC(C)C4)cc3)sc2c1 (configuration not stated)	-0.9	12
COc1ccc(NC(=O)Cn2nc(C)c3ccccc3c2=O)cc1	-25	-1
Cc1cc(=O)[nH]c(N/N=C/c2c[nH]c3ccccc23)n1	-1.0	3
Fc1ccc(-c2cnn3c(-c4ccncc4)ccnc23)cc1	-0.5	14
COc1ccc(NC(=O)CCNS(=O)(=O)c2ccc(Br)s2)cc1	0.3	7

(listing goes on)
SMILES	STK33 kinase inh	OX1R FRET antag
COc1ccccc1N1CCN(CC(=O)NC(=O)NCc2ccco2)CC1	-1.2	15
O=C(Cc1csc(N2CCOCC2)n1)N/N=C/c1ccccc1C(=O)O	-0.1	5
COc1ccccc1C(=O)NCC(=O)OCc1ccc(Br)cc1	-1.1	13
O=S1(=O)CCO[C@H]2Cc3ccccc3[C@H]2N1Cc1ccc(Cl)cc1	0.2	47
CCc1nc2c(c(=O)c3ccccc3n2C)c(=O)n1-c1ccc(F)cc1	0.2	9
CC(C)OC(=O)c1cccc2c1C(=O)c1ccccc1-2	0.7	26
CSc1ccc(NC(=O)N2CCN(c3nc4ccccc4s3)CC2)cc1	-1.4	7
O=C1N/C(=N/S(=O)(=O)Cc2ccccc2)S/C1=C/c1ccc2c(c1)OCO2	15	27
COCCn1cnc2c1c(=O)[nH]c(=O)n2Cc1ccccc1	-0.4	-1
Cc1cc(=O)n(CC(=O)O)c2ccccc12	0.8	-2

Going on with the list.
SMILES	STK33 kinase inh	OX1R FRET antag
C=CCn1c(C(C)C)nc2ccccc21	-0.3	26
CC(C)CN(C(=O)c1ccc(F)cc1F)c1c(N)n(CC(C)C)c(=O)[nH]c1=O	-2.8	15
CCN(CC(=O)NC(=O)NCc1ccco1)Cc1nc2ccccc2c(=O)[nH]1	0.1	8
C[C@H](CO)N1C[C@H](C)[C@@H](CN(C)Cc2ccc(-c3ccccc3)cc2)Oc2ccc(NC(=O)Cn3cnnn3)cc2C1=O	.	-3
CCN1CCN(C(=O)c2ccc(Cl)c(S(=O)(=O)N(C)c3ccccc3)c2)CC1	-1.1	-2
COc1ccc(OCc2cc(C(=O)NC3CCOCC3)no2)c2ccccc12	1.0	8
CCC(C)N=C1CC(C)(C)CC(=O)/C1=C(/O)Cc1ccccc1 (configuration not stated)	3.0	8
CN(C)c1cccc(C(=O)n2cc(C(=O)c3cc(F)ccc3O)cn2)c1	-0.7	26
COc1ccc(CNC(=O)C2CCN(S(=O)(=O)N3CCCCC3)CC2)c(OC)c1	-2.9	8
CCOC(=O)c1c(C)[nH]c(C(=O)OCC(=O)N2c3ccccc3CC2C)c1C (configuration not stated)	-0.3	17

(list continues)
SMILES	STK33 kinase inh	OX1R FRET antag
COc1cccc(CNC(=O)CCc2nnc3ccc(NCCCN4CCCC4=O)nn23)c1	-0.8	9
O=C(Nc1ccc(S(=O)(=O)N2CCOCC2)cc1)c1cccnc1	-1.6	11
COc1ccc(-c2cc(C(F)F)n3ncc(C(=O)N4CCc5ccccc54)c3n2)cc1	-0.2	10
COc1ccc(CCNC(=O)C2CCCN(S(C)(=O)=O)C2)cc1 (configuration not stated)	-1.0	9
COc1ccc(NC(=O)COC(=O)CCC(=O)c2cccs2)cc1OC	0.3	10
Cc1nn(-c2ccccc2)c(C)c1/C=N/n1cnnc1	-0.1	10
COc1cccc(N/C(N)=N/c2nc(C)cc(=O)[nH]2)c1	-1.2	2
CSc1ccccc1NC(=O)CN(C)C(=O)/C=C/c1ccccc1	0.7	2
CCN1CCCC1CNC(=O)C(=O)NC (configuration not stated)	-1.0	27
O=C(NCc1ccc(F)cc1)C1CCCN(S(=O)(=O)c2ccc(-n3cnnn3)cc2)C1 (configuration not stated)	-0.8	11

Further results follow.
SMILES	STK33 kinase inh	OX1R FRET antag
COc1ccc(CCNC(=O)/C=C/c2ccc(OC)c(S(=O)(=O)N3CCOCC3)c2)cc1	0.4	4
COc1ccc2c(c1)C=C(C(=O)OCc1cccnc1)CO2	2.6	17
COCCN=C1Sc2nc3cc4c(cc3cc2CN1CC1CCCO1)OCO4 (configuration not stated)	0.0	4
COc1ccc(CN(C)C(=O)C2CC(=O)N(c3ccc4c(c3)OCCO4)C2)c(OC)c1 (configuration not stated)	-0.5	2
COCCNC(=O)/C(C#N)=C/c1cc(C)n(C2CCCCC2)c1C	0.0	37
O=C(NC1CCCc2c1cnn2-c1ccc(F)cc1F)c1ccccc1N1CCOCC1 (configuration not stated)	-1.7	-3
C=CCn1cc(/C=C/c2cc[n+](C)cc2)c2ccccc21	0.2	87*
NC(=O)CCn1nc(-c2ccc(Cl)cc2)c2ccccc2c1=O	-0.5	23
Clc1ccc(-c2nnc(-c3cccc4ccccc34)o2)cc1Cl	-1.1	8
CC1(C)C2CC=C(/C=N/NC(=O)c3ccc(Cl)cc3)C1C2 (configuration not stated)	-0.4	7

Other results.
SMILES	STK33 kinase inh	OX1R FRET antag
CC1=C(C(=O)Nc2ccccc2C)C(c2cccs2)NC(=S)N1 (configuration not stated)	-1.5	8
O=C(COC(=O)c1cccc([N+](=O)[O-])c1)Nc1ccc(Cl)cn1	0.5	14
CC(=O)Nc1ccc(S(=O)(=O)/N=C2/NC(=O)/C(=C\c3ccco3)S2)cc1	1.9	20
Cc1cc(-c2ccccc2)n2nc(N)nc2n1	0.1	-1
CC1CC(c2ccccc2)NS(=O)(=O)O1 (configuration not stated)	0.5	21
COc1ccc(CCNS(=O)(=O)c2cn(C)c(=O)n(C)c2=O)cc1	1.9	4
S=C(NC1CCCC1)NC1CCCC1	-0.6	7
COc1ccc(C(=O)COC(=O)CNC(=O)c2ccc(C)s2)c(OC)c1	-1.2	9
Cc1ccc(C(=O)OCC(=O)Nc2ccccc2Sc2ccccc2)cc1C	.	12
CCCCCCn1c(SCC(C)C)nc2c1c(=O)[nH]c(=O)n2C	-0.1	-5

Single entries from above:
Result of Fc1ccc(NC(=S)NNc2ncc(C(F)(F)F)cc2Cl)c(F)c1 under STK33 kinase inh: -1.3
Result of C=CCn1c(C(C)C)nc2ccccc21 under STK33 kinase inh: -0.3

The results go on:
SMILES	STK33 kinase inh	OX1R FRET antag
O=C(CNC(=O)c1ccccc1C(F)(F)F)N/N=C/c1cccs1	2.2	9
COC(=O)C1=CN(Cc2ccc(OC)cc2)C=C(C(=O)OC)C1c1cc(OC)c(OC)c(OC)c1	-0.2	16
Cc1ccnc(NC(=O)CCC(=O)N(CC(=O)NCc2ccc(F)cc2)CC2CCCO2)c1 (configuration not stated)	-1.0	20
COc1ccc(NC(=S)N(CCc2c(C)[nH]c3ccc(C)cc23)Cc2cccs2)cc1	0.9	18
Cn1cc(CN2CCC(Oc3ccc(C(=O)N4CCCCC4)cc3)CC2)cn1	0.0	4
CC1CCN(C(=O)c2[nH]cnc2C(=O)Nc2cccc(Cl)c2)CC1	-0.2	14
O=C(O)C1=C[C@H](c2cccs2)C[C@H](OCCCCO)O1	-0.8	31
Cc1cc(C)nc(N/N=C/C=C/c2ccccc2)n1	0.5	15
COc1ccccc1COCC(O)CNCC1(N2CCCCC2)CCCCC1 (configuration not stated)	0.8	20
c1ccc2c(c1)SCc1nnc(-c3ccncc3)n1-2	-0.3	1

Continued:
SMILES	STK33 kinase inh	OX1R FRET antag
CSCCC(NC(N)=O)C(=O)Nc1cccc(C#N)c1 (configuration not stated)	-0.6	3
O=C(COc1ccc(Br)cc1)Nc1ccc2oc(=O)ccc2c1	-1.2	.
CCS(=O)(=O)c1ccc(C(=O)Nc2cccc(Cl)c2)c(Cl)c1Cl	-1.2	65
Cc1nn(CC(=O)Nc2ccc3c(c2)nc2n3CCN(C3CCCCC3)C2)c(=O)c2ccccc12	0.3	37
COc1cc2c(cc1OC)C(c1cccs1)NCC2 (configuration not stated)	-0.2	19
Cc1cccc2nc(-c3ccccc3)nc(N3CCC(O)(c4ccc(Cl)cc4)CC3)c12	.	14
COc1ccc(Cc2nnc(NC(=O)c3c(-c4ccccc4)noc3C)s2)cc1OC	4.0	17
COc1ccc(C(=O)OCC(N)=O)cc1[N+](=O)[O-]	-0.4	27
CCCCc1ccc(NC(=O)Nc2c(C)n(C)n(-c3ccccc3)c2=O)cc1	-0.3	22
COc1ccc(C2C(C(C)=O)=C(O)C(=O)N2c2ccc(Br)cn2)cc1 (configuration not stated)	-1.7	44

Grouped by structure: the compounds so far containing a cyano group.
SMILES	STK33 kinase inh	OX1R FRET antag
Cc1ccc(C(=O)OCCn2cc(C#N)c(=O)[nH]c2=O)cc1	0.0	16
CCC1(CC)Cc2ccccc2C(=C(C#N)C#N)N1	-0.4	28
CCOc1c(/C=C(\C#N)C(N)=O)c2ccccc2n1CC	12	28
COCCNC(=O)/C(C#N)=C/c1cc(C)n(C2CCCCC2)c1C	0.0	37
CSCCC(NC(N)=O)C(=O)Nc1cccc(C#N)c1 (configuration not stated)	-0.6	3

Other compounds follow:
SMILES	STK33 kinase inh	OX1R FRET antag
Cc1ccc(S(=O)(=O)NN=C2CCC(C(C)(C)C)CC2)cc1[N+](=O)[O-] (configuration not stated)	-1.2	4
Nc1cc(N)nc(SCc2cccc(F)c2)n1	-0.1	-4
Cc1cc(C)c2c(CN3CC(C)OC(C)C3)cc(=O)oc2c1C (configuration not stated)	-1.9	4
CCOC(=O)CCc1c(C)nc2cc(-c3ccccc3OC)[nH]n2c1=O	-0.5	16
CC(C)(C)OC(=O)C[C@@H]1C/C=C\C[C@H](CC(=O)N[C@H](CO)Cc2ccccc2)C(=O)N2CCC[C@H]2COC1=O	-3.3	10
Cc1cc(=O)oc2cc(OCC(=O)N(C)C3CCS(=O)(=O)C3)c(Cl)cc12 (configuration not stated)	0.8	-1
COc1cc(NC(=O)CSc2nnc3ccc(-c4ccncc4)nn23)cc(OC)c1	-1.8	50
CC(C)C(NS(=O)(=O)c1cccc2nsnc12)C(=O)Nc1nccs1 (configuration not stated)	-1.9	37
Cc1ccc(/C=C2\CCn3c2nc2cc(C(=O)O)ccc2c3=O)c(C)c1	1.9	15
C=CC(=O)OCCOCCOCCOCCOC(=O)C=C	0.0	2

Further entries:
SMILES	STK33 kinase inh	OX1R FRET antag
CCNC(=O)CC1SC(=Nc2ccc(C)cc2)NC1=O (configuration not stated)	1.5	5
CN(C)c1ccc(/C=c2\sc3n(c2=O)CCCN=3)cc1	2.5	116*
COC(=O)/C(=C/Nc1ccccc1)[N+](=O)[O-]	0.0	5
CC1=C(C)/C(=N\OS(=O)(=O)c2ccccc2)C=CC1=O	0.1	150*
CSc1n[nH]c(N)c1S(=O)(=O)c1ccc(Cl)cc1	-0.1	-4

Screening data as filed in PubChem BioAssay.
